From PubChem
M. tuberculosis – growth inhibition of non-replicating M. tuberculosis (AID 488890); Mycobacterium tuberculosis non-replicating, growth inhibition; higher % means a stronger effect; inhibition, % at 25 µM; hits with a dose series show IC50 in µM; actives 0.39% (n = 320,000); in the data active = a potency from the dose series; inconclusive = inhibition mostly from about 82% at the one dose, without a potency; inactive = the rest, 99 in 100 with inhibition below about 76%;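 note: plate controls were DMSO cells for no effect and high antibiotic wells for full effect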
H1N1 NS1A inhibition – H1N1 influenza NS1A inhibitors, functional cell based assay (AID 504329); actives 0.3% (n = 340,000); NS1A functional cell-based assay, percent inhibition; higher % means a stronger effect; inhibition, % at 12.5 µM, or IC50 in µM where a hit was titrated; in the data active = a potency from the dose series; inconclusive = inhibition above about 27% without an active follow-up result; note: strong numbers were not always called active
Salmonella PhoP GFP – PhoP regulon inhibitors, Salmonella typhi PhoP promoter GFP reporter, confirmatory (AID 1850); one-dose inhibition, % at 50 µM; IC50 in µM for titrated hits; Salmonella Typhi PhoP-promoter GFP reporter, fluorescence, 4 h; higher % means a stronger effect; actives 0.33% (n = 310,000); in the data active = a potency from the dose series; inconclusive = inhibition mostly from about 25% at the one dose, without a potency; inactive = the rest, 99 in 100 with inhibition below about 19%;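 note: 0% = induced wells with vehicle and 100% = uninduced wells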
H37Rv inhibition – M. tuberculosis growth inhibition, HTS (AID 449762); M. tuberculosis H37Rv growth inhibition, 7H9 media; higher % means a stronger effect; inhibition, % at 25 µM; hits with a dose series show IC50 in µM; actives 0.59% (n = 330,000); in the data active = a potency from the dose series; inconclusive = inhibition above about 70% without an active follow-up result;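 note: bacterial growth assessed after seven days of incubation; strong numbers were not always called active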
VEEV TC-83 Vero – inhibitors of VEEV TC-83 cytopathic effect, confirmation, Vero cells (AID 588727) | inhibition, % at 20 µM; hits with a dose series show IC50 in µM | Vero cells, VEEV TC-83 cytopathic effect inhibition; higher % means a stronger effect | actives 0.13% (n = 350,000); in the data active = a potency from the dose series; inconclusive = inhibition mostly from about 14% at the one dose, without a potency; inactive = the rest, 99 in 100 with inhibition below about 12%; note: strong numbers were not always called active
An asterisk follows results filed as active; i = inactive; u = inconclusive; x = not tested or not shown.

Molecule,M. tuberculosis,H1N1 NS1A inhibition,Salmonella PhoP GFP,H37Rv inhibition,VEEV TC-83 Vero
COc1ccc(C2C(=O)N(C3CCCCC3)CC(=O)N2CC2COc3ccccc3O2)cc1 (configuration not stated),2%,7%,-5%,4%,i
Fc1cccc2sc(Nc3nc4c(F)cccc4s3)nc12,42%,-1%,3%,-3%,0.8%
NC(=O)C1CCN(Cc2nc3c(Br)cc(Br)cc3c(=O)[nH]2)CC1,8%,0%,-4%,-1%,0.2%
COc1cc(OC)cc(C(=O)Nc2ccc3c(c2)COC3=O)c1,-4%,-5%,4%,8%,1.9%
COc1ccc(OC(=O)CCN2C(=O)C3C4C=CC(C4)C3C2=O)cc1 (configuration not stated),55%,8%,-2%,-2%,0.7%
COc1ccccc1N1CC(C(=O)Nc2ccc3c(c2)OCO3)CC1=O (configuration not stated),-16%,-1%,1%,-10%,1.5%
Cc1ccc(-n2c(N)c(C#N)c(-c3ccc(Cl)cc3)c(C#N)c2=O)cc1,-9%,0%,2%,-6%,1.6%
COc1cc(/C=C/C(=O)N2CCN(c3n[nH]c(=O)[nH]c3=O)CC2)cc(OC)c1OC,4%,-1%,-2%,-2%,0.9%
Cc1c(C(=O)N2CCCC2)sc(NC(=O)c2ccc(Cl)cc2)c1C#N,17%,4%,0%,-2%,2.0%
N#CC1C(=O)NC(c2ccccc2)=CC1c1ccccc1 (configuration not stated),x,-16%,x,x,1.6%
CCC(C(=O)OC)n1c(-c2ccccc2)nc2ccccc2c1=O (configuration not stated),23%,4%,1%,-2%,1.4%
COC(=O)CS(=O)(=O)c1cccc2cccnc12,-13%,-15%,-2%,3%,i
CCc1ccc(OCC(=O)OC(C)C(=O)NC2CC2)cc1 (configuration not stated),38%,20%,-10%,-10%,2.0%
CC(C)(C)c1ccc(C(=O)C2CCCN(C(=O)CCn3cncn3)C2)cc1 (configuration not stated),-1%,-2%,-4%,13%,i
COc1ccc(CCNC(=O)CSc2ccc(-c3ccco3)nn2)cc1,42%,-3%,-8%,0%,i
CCc1ccc(OCCOCC(O)CNC2CCCC2)cc1 (configuration not stated),15%,-1%,-1%,-12%,i
Cc1ccc(Cl)cc1N1CCN(C(=O)CCC(=O)O)CC1,5%,4%,-9%,-1%,i
CCN(CC)C(=O)CS(=O)CC(=O)Nc1cc(OCCOC)c(Cl)cc1Cl (configuration not stated),3%,1%,-3%,-5%,i
CCOc1ccccc1C(=O)NCCCN1CCN(CCCNC(=O)c2ccccc2OCC)CC1,6%,0%,-3%,-5%,3.8%
Cc1cc(C)nc(/N=C(\N)N2CCc3ccccc32)n1,-1%,-7%,14%,19%,1.0%
C=CCc1cc(OC)c2c(c1)OCO2,-6%,-4%,6%,-5%,0.6%
Cc1cc(/C=C2\C(=N)N3N=C(C(C)C)SC3=NC2=O)c(C)n1-c1ccccc1,-1%,5%,3%,-6%,2.9%
O=C(c1ccco1)N1CCN(C(=O)C2CCN(S(=O)(=O)c3cnc[nH]3)CC2)CC1,-9%,17%,-10%,-5%,0.4%
COc1cccc(OCc2cc(C(=O)N(C)Cc3nccn3C)no2)c1,-1%,8%,2%,4%,0.7%
c1ccc(C2CCC3(CC2)Oc2ccccc2C2CC(c4cccnc4)=NN23)cc1 (configuration not stated),-14%,x,-6%,1%,x

New compounds follow
Molecule,M. tuberculosis,H1N1 NS1A inhibition,Salmonella PhoP GFP,H37Rv inhibition,VEEV TC-83 Vero
O=C(COC(=O)/C=C/c1cccc(C(F)(F)F)c1)NCCN1C(=O)CSC1=O,28%,5%,x,-4%,1.9%
Cc1ccc(NC(=O)c2nc(C)n(-c3ccc([N+](=O)[O-])cc3)n2)cc1,1%,3%,-1%,49%,4.5%
COc1ccc(-n2c(Cc3cccn3C)nnc2SCC(=O)NCc2ccccc2Cl)cc1,-3%,-2%,-1%,1%,6.2%
O=C(NCc1ccc(Cl)cc1)NCc1ccc(Cl)cc1,-16%,5%,-5%,-5%,0.5%
COc1ccc(NC(=O)Nc2cc(C)ccc2F)cc1,4%,1%,-8%,-5%,0.5%
O=C(O)/C=C/C(=O)Nc1ccc(OC(F)(F)Cl)cc1,-16%,-4%,2%,-5%,0.8%
Cc1cc(C)n2nc(C(=O)OCCOc3ccc(Br)cc3)nc2n1,37%,-3%,-3%,-3%,0.4%
COC(=O)c1cc(N2CCN(C)CC2)nc2ccccc12,-4%,1%,-8%,-2%,i
COc1cc(CNC2CCCC2)c(Br)cc1OC1CCCC1,31%,6%,-33%,5%,i
CCCn1cc(S(=O)(=O)c2ccccc2)c(=O)c2cc(CC)ccc21,4%,4%,-14%,5%,1.7%
CCn1cc(C(=O)O)c(=O)c2cnc(N3CCN(C(=S)NC(=O)c4ccc(Cl)cc4)CC3)nc21,47%,x,6%,-6%,x
COc1ccc(/C=N/NC(=O)c2ccc(Cl)cc2)cc1Cn1cc(Cl)cn1,-6%,-5%,-3%,3%,1.2%
COc1ccccc1N(CC(=O)NCCSCc1ccccc1)S(C)(=O)=O,-14%,-2%,4%,-4%,0.9%
N#Cc1c(N)nc2c(c1-c1cccs1)CCCC2,-8%,-4%,-3%,-4%,0.6%
Cc1cc(C)nc(-n2nc(C)c(C3(O)C(=O)Nc4ccccc43)c2N)n1 (configuration not stated),23%,-3%,-14%,15%,0.6%
COc1cccc(CN2CCN(c3ncccn3)CC2)c1OC,0%,-23%,6%,-8%,i
COc1ccc(CCNC(=O)C2CC(c3c(Cl)cccc3Cl)=NO2)cc1 (configuration not stated),20%,-14%,8%,10%,0.6%
CCC(c1nnc(SCC(=O)NCCc2ccc(OC)c(OC)c2)n1Cc1ccccc1)N(C)C (configuration not stated),8%,1%,3%,-8%,1.1%
COCC(C)NC(=S)N1CCN(c2ccccc2Cl)CC1 (configuration not stated),-5%,5%,-7%,-1%,0.5%
CCOC(=O)CN1C(=O)C(O)(CC(=O)c2ccccn2)c2ccccc21 (configuration not stated),x,5%,-4%,-9%,2.3%
O=c1[nH]nnc2sc3c(c12)CCCC3,-1%,-3%,-10%,2%,4.8%
CC(Oc1cc2oc(=O)c3c(c2cc1Cl)CCC3)C(=O)NCCCn1ccnc1 (configuration not stated),9%,1%,8%,10%,i
Cc1cnn(-c2nc(-c3cccs3)cc(C(F)(F)F)n2)c1,16%,1%,-7%,-4%,i
O=C(O)[C@@H]1CC(O)CN1C(=O)CCc1c[nH]c2ccccc12 (some centres not stated),-1%,22%,7%,1%,6.5%
CCN1CCN(Cc2ccc(NC(=O)c3cc(NC(=O)c4ccc5n[nH]nc5c4)cc(OC)c3)cc2C(F)(F)F)CC1,62%,-19%,-14%,13%,i

(list continues)
Molecule,M. tuberculosis,H1N1 NS1A inhibition,Salmonella PhoP GFP,H37Rv inhibition,VEEV TC-83 Vero
O=C(O)c1cc(-c2ccccc2)n(-c2ccc(F)cc2)n1,4%,18%,5%,2%,0.4%
Cc1onc(-c2ccccc2)c1C(=O)NCCN1CCOCC1,-10%,2%,-20%,-4%,0.8%
CC(=O)Nc1ccc(OC(F)(F)C(F)F)c(NC(C)=O)c1,11%,-7%,9%,2%,i
CCOC(=O)c1sc(NC(=O)CCc2ccc(OC)cc2)nc1C,-2%,1%,4%,3%,i
Cc1cnc(C(=O)Nc2nnc(SCc3c(Cl)cccc3Cl)s2)cn1,u,-7%,3%,47%,2.1%
CNS(=O)(=O)c1cccc(C(=O)OCC(=O)NCCCc2ccccc2)c1,11%,-3%,16%,14%,i
OCCN1CCN(CC(O)COC(c2ccc(F)cc2)c2ccc(F)cc2)CC1 (configuration not stated),10%,-30%,-6%,4%,i
CCOCc1nnc(NC(=O)c2cc(OC)cc(OC)c2)s1,-2%,4%,4%,-5%,6.2%
Cn1c(/C=C/c2ccc(Br)cc2)c([N+](=O)[O-])c(=O)n(C)c1=O,79%,22%,-16%,33%,24µM*
c1cc2c(cc1CCNC1CCCCCC1)OCO2,4%,-1%,8%,-3%,i
COc1cccc(=O)c2c(C)oc(C)c12,2%,-8%,-6%,6%,0.9%
O=C(Oc1c(CN2CCOCC2)cc(Cl)c2cccnc12)c1ccccc1,u,-7%,9%,u,12%
NC(=O)c1ccc(=O)n(Cc2ccc(F)c(F)c2)c1,-17%,-20%,3%,-3%,1.4%
O=C(COc1ccc(Cl)cc1)NCc1ccncc1,4%,8%,9%,2%,i
Cc1cc2cc(CCNC(=O)C(=O)c3c[nH]c4ccccc34)c(=O)[nH]c2cc1C,-1%,4%,-7%,4%,12%
COC(=O)CN(c1ccccc1[N+](=O)[O-])S(=O)(=O)c1ccccc1,-13%,-5%,9%,-7%,0.0%
Cc1ccc(NC(=O)CN(C)C(=O)COC(=O)CNS(=O)(=O)c2ccc(F)c(F)c2F)cc1,-3%,-4%,11%,67%,2.7%
Cc1ccc(-n2ncc(C(=O)NC3CC3)c2C2CCN(C(=O)OC(C)(C)C)CC2)c(C)c1,30%,-8%,-9%,4%,1.4%
CCOc1cccc(C(=O)N(Cc2ccco2)C2CCS(=O)(=O)C2)c1 (configuration not stated),3%,-9%,1%,4%,1.0%
Cc1ccc(NC(=O)c2ccc3snnc3c2)cc1C,-6%,-8%,8%,-8%,1.9%
CCOC(=O)Cc1csc2nc3sc(C)c(C)c3c(=O)n12,2%,-8%,-1%,11%,3.7%
CCOc1ccc(NC(=O)C23CC4CC(C2)CC(c2ccccc2)(C4)C3)cc1,13%,-13%,-5%,-2%,1.2%
COc1ccc(S(=O)(=O)N2CCC[C@H]2C(=O)NC2=NCCS2)cc1,9%,2%,-7%,8%,2.4%
O=C(Nc1cc(Sc2ccccn2)cc([N+](=O)[O-])c1)c1ccc([N+](=O)[O-])cc1,4%,-2%,4%,2%,0.5%
CCC(NS(=O)(=O)c1ccc(C)cc1)C(=O)O (configuration not stated),6%,-1%,-4%,-6%,0.1%

5 consecutive entries from above, for reference:
Molecule,M. tuberculosis,H1N1 NS1A inhibition,Salmonella PhoP GFP,H37Rv inhibition,VEEV TC-83 Vero
COc1ccc(C2C(=O)N(C3CCCCC3)CC(=O)N2CC2COc3ccccc3O2)cc1 (configuration not stated),2%,7%,-5%,4%,i
Fc1cccc2sc(Nc3nc4c(F)cccc4s3)nc12,42%,-1%,3%,-3%,0.8%
NC(=O)C1CCN(Cc2nc3c(Br)cc(Br)cc3c(=O)[nH]2)CC1,8%,0%,-4%,-1%,0.2%
COc1cc(OC)cc(C(=O)Nc2ccc3c(c2)COC3=O)c1,-4%,-5%,4%,8%,1.9%
COc1ccc(OC(=O)CCN2C(=O)C3C4C=CC(C4)C3C2=O)cc1 (configuration not stated),55%,8%,-2%,-2%,0.7%

More structures.
Molecule,M. tuberculosis,H1N1 NS1A inhibition,Salmonella PhoP GFP,H37Rv inhibition,VEEV TC-83 Vero
Cc1sc(N)nc1-c1ccccc1,18%,-5%,9%,67%,0.1%
CN(CCNC(=O)c1cn(C)c2ccc(S(=O)(=O)N(C)C)cc2c1=O)CCc1ccccc1,4%,6%,-4%,3%,0.4%
Cc1ccc(-n2[nH]c(C)c(C=Nc3ccc(Br)cn3)c2=O)cc1,16%,-4%,-3%,1%,1.1%
CCC(C)NC(=O)C1CCC(=O)N(c2ccc3c(c2)OCO3)C1c1ccc(OC)cc1 (configuration not stated),x,2%,x,-5%,i
C[N+]1(C)CCN(c2ccccc2)CC1,3%,-1%,-2%,6%,i
CCCCCCC(=O)Nc1nnc(CC)s1,-14%,-3%,0%,4%,1.3%
CC1CCCCN1S(=O)(=O)Cc1ccccc1Cl (configuration not stated),22%,-3%,-5%,4%,0.1%
N#Cc1ccc(OCC(O)CS(=O)(=O)c2ccc(F)cc2)cc1 (configuration not stated),10%,0%,5%,-1%,i
C=CCNC(=O)c1ccc(Cn2cc(C(F)(F)F)ccc2=O)cc1,0%,-7%,6%,2%,0.2%
Cc1ccc(F)cc1NC(=O)c1sc2ncn(CC(=O)N3CCN(c4ccccn4)CC3)c(=O)c2c1C,9%,11%,3%,-1%,2.5%
CCOC(=O)C1CCN(C(=O)Cn2nc(C)n3nc(-c4ccc(CC)cc4)cc3c2=O)CC1,7%,-2%,4%,6%,3.0%
COc1ccccc1C(=O)n1nc(C)cc1C,-4%,2%,-1%,-9%,1.7%
CCOc1cc(N2CCOCC2)c(OCC)cc1NC(=O)CN1C(=O)NC2(CCCCC2)C1=O,2%,-8%,x,-7%,3.2%
O=C(N/C(=C\c1cn(-c2ccccc2)nc1-c1ccccc1)C(=O)N1CCOCC1)c1ccccc1,14%,x,-1%,-3%,x
